TcdB inh – TcdB glycohydrolase inhibitors, primary screen, biochemical, single point, plate reader | TcdB glycohydrolase enzymatic assay | actives 0.24% (n = 350,000) | Toxin B (Clostridioides difficile), P18177 | inhibition, % at 9.99 µM; in the data active = inhibition above about 10%
Starred values were filed as active, the others as inactive. Not all compounds are listed. The share of hits here may be higher or lower than overall.

SMILES	TcdB inh
C[C@@H]1CN([C@H](C)CO)C(=O)c2cc(NC(=O)NC3CCCCC3)ccc2O[C@@H]1CN(C)C	-0.2
C[C@@H]1CN([C@H](C)CO)C(=O)c2cc(N(C)C)ccc2O[C@H]1CN(C)S(=O)(=O)c1cn(C)cn1	-1.2
COc1cccc(S(=O)(=O)N[C@H]2C=C[C@@H](CC(=O)NCc3ccncc3)O[C@H]2CO)c1	-2.2
CN(C)C(=O)C[C@@H]1C=C[C@@H](NC(=O)Nc2cccc(F)c2)[C@H](CO)O1	-8.6
CO[C@H]1CN(C)C(=O)c2ccc(NC(=O)C3CCC3)cc2OC[C@@H](C)N(Cc2cccnc2)C[C@@H]1C	-0.2
C[C@H](CO)N1C[C@H](C)[C@H](CN(C)Cc2ccc3c(c2)OCCN3C)OCc2cnnn2CCCC1=O	-18.6
Cc1noc(C)c1S(=O)(=O)N(C)C[C@@H]1OCCCC[C@H](C)Oc2ccc(NC(=O)C3CCCCC3)cc2C(=O)N([C@H](C)CO)C[C@@H]1C	-0.7
CCC(=O)N1CC2(CCN(C(=O)CN3CCOCC3)CC2)c2c([nH]c3cc(OC)ccc23)[C@@H]1CO	-0.1
C[C@H]1CN([C@@H](C)CO)C(=O)Cc2cc(NC(=O)Cc3ccccc3)ccc2O[C@H]1CN(C)CC1CCCCC1	0.5
C[C@@H]1CN([C@H](C)CO)C(=O)c2cc(NS(=O)(=O)c3ccc(F)cc3)ccc2O[C@@H](C)CCCCO[C@@H]1CN(C)S(=O)(=O)c1cccs1	-0.3
Cc1ccc(S(=O)(=O)Nc2ccc3c(c2)C(=O)N([C@H](C)CO)C[C@H](C)[C@H](CN(C)Cc2ccc(C(=O)Nc4ccccc4N)cc2)OCCCC[C@@H](C)O3)cc1	-0.8
COc1ccc(NC(=O)N[C@@H]2CC[C@H](CCNC(=O)Nc3cc(F)ccc3F)O[C@H]2CO)cc1	-0.4
Cc1ccc(S(=O)(=O)N[C@H]2CC[C@@H](CCn3cc(-c4cccc(F)c4)nn3)O[C@H]2CO)cc1	-0.8
C[C@@H]1CN([C@@H](C)CO)C(=O)c2cccc(NC(=O)C3CCCCC3)c2O[C@@H]1CN(C)Cc1ccc(C(=O)O)cc1	-1.1
CO[C@H]1CN(C)C(=O)c2cc(NC(=O)Nc3cccc(F)c3)ccc2OC[C@@H](C)N(C(C)=O)C[C@@H]1C	0.6
C[C@H]1CN([C@@H](C)CO)C(=O)c2c(c3ccccc3n2C)-c2ccccc2CO[C@@H]1CN(C)S(=O)(=O)c1cccs1	0.0
COc1cccc(-c2ccc3n(c2=O)C[C@@H]2[C@@H](CO)[C@H](C(=O)NC4Cc5ccccc5C4)N[C@H]32)c1	0.0
C[C@@H]1CN([C@@H](C)CO)C(=O)c2cc(NC(=O)Nc3ccccc3)ccc2O[C@@H](C)CCCCO[C@H]1CN(C)S(=O)(=O)c1cccs1	-0.2
CCc1csc(N2[C@H](C#N)[C@H](c3ccc(C#Cc4ccc(F)cc4)cc3)[C@H]2CO)n1	-0.1
C[C@@H]1CN([C@@H](C)CO)C(=O)c2cccc(NC(=O)c3ccncc3)c2O[C@@H]1CN(C)Cc1ccccc1	-2.0
C[C@H](CO)N1C[C@H](C)[C@@H](CN(C)C(=O)Nc2cccc3ccccc23)Oc2ccc(NS(=O)(=O)c3cccs3)cc2C1=O	-1.2
COc1ccc(S(=O)(=O)N(C)C[C@@H]2OCCCC[C@@H](C)Oc3ccc(NS(=O)(=O)c4ccc(Cl)cc4)cc3C(=O)N([C@H](C)CO)C[C@@H]2C)cc1	0.1
CCCC(=O)N1CC2(CCN(S(C)(=O)=O)CC2)c2c([nH]c3cc(OC)ccc23)[C@@H]1CO	1.7
CNC[C@@H]1Oc2c(NC(=O)c3cnccn3)cccc2C(=O)N([C@@H](C)CO)C[C@H]1C	1.1
COc1ccc(NC(=O)N2C[C@@H](O)COC[C@@H]3O[C@@H](CC(=O)NC4Cc5ccccc5C4)CC[C@H]32)cc1	-1.4

Compounds listed so far containing an NH in an aromatic ring:
SMILES	TcdB inh
CCC(=O)N1CC2(CCN(C(=O)CN3CCOCC3)CC2)c2c([nH]c3cc(OC)ccc23)[C@@H]1CO	-0.1
CCCC(=O)N1CC2(CCN(S(C)(=O)=O)CC2)c2c([nH]c3cc(OC)ccc23)[C@@H]1CO	1.7

Given bar-delimited: entries from further up.
canonical_smiles | TcdB inh
COc1ccc(S(=O)(=O)N(C)C[C@@H]2OCCCC[C@@H](C)Oc3ccc(NS(=O)(=O)c4ccc(Cl)cc4)cc3C(=O)N([C@H](C)CO)C[C@@H]2C)cc1 | 0.1
C[C@H](CO)N1C[C@H](C)[C@H](CN(C)Cc2ccc3c(c2)OCCN3C)OCc2cnnn2CCCC1=O | -18.6

The list goes on.
SMILES	TcdB inh
C[C@@H]1CCCCO[C@@H](CN(C)C(=O)Nc2ccc(F)cc2)[C@@H](C)CN([C@@H](C)CO)C(=O)c2cc(NC(=O)Nc3ccc(C(F)(F)F)cc3)ccc2O1	-1.1
CC(C)NC(=O)N[C@@H]1CC[C@H](CCNC(=O)C2CCOCC2)O[C@H]1CO	0.7
C/C=C/c1ccc([C@@H]2[C@H](CO)N(C(=O)c3ccccn3)C23CN(CCC(F)(F)F)C3)cc1	-0.5
Cc1ccc(S(=O)(=O)Nc2ccc3c(c2)C(=O)N([C@H](C)CO)C[C@@H](C)[C@H](CN(C)C)OCCCC[C@H](C)O3)cc1	-1.7
C[C@@H]1CN([C@@H](C)CO)S(=O)(=O)c2ccc(-c3cncnc3)cc2O[C@H]1CN(C)C(=O)NC1CCCC1	-1.3
O=C(NC[C@@H]1[C@@H](c2ccccc2)[C@H](CO)N1C(=O)C1CC1)NC1CCCC1	-2.2
COc1ccc(S(=O)(=O)Nc2cccc3c2O[C@@H](CN(C)Cc2ccc4c(c2)OCO4)[C@@H](C)CN([C@H](C)CO)C3=O)cc1	2.1
C[C@H](O)C#Cc1ccc([C@@H]2[C@@H](CO)N3CCCCN(C(=O)c4ccncc4)C[C@@H]23)cc1	0.3
CC(=O)N(C)C[C@H]1Oc2ncc(-c3ccccc3C)cc2C(=O)N([C@H](C)CO)C[C@H]1C	0.1
O=C(c1ccc(F)cc1)N1CCCCN2[C@H](C1)[C@H](c1ccc(-c3ccccc3)cc1)[C@@H]2CO	0.7
COc1ccc2c3c([nH]c2c1)[C@@H](CO)N(C(=O)c1ccc(F)cc1)CC31CCN(C(=O)NC(C)C)CC1	0.9
O=C(CN1CCOCC1)N[C@H]1CC[C@@H](CCNC(=O)C2CCC2)O[C@H]1CO	1.1
CC(C)NC(=O)N(C)C[C@@H]1Oc2ccc(N(C)C)cc2C(=O)N([C@H](C)CO)C[C@H]1C	-1.2
COc1ccc2c3c(n(C)c2c1)[C@H](CO)N(C(=O)Nc1ccc(F)cc1)CC31CCN(Cc2cccc(F)c2)CC1	0.9
CNC[C@@H]1OCCCC[C@H](C)Oc2ccc(N)cc2C(=O)N([C@@H](C)CO)C[C@H]1C	-2.0
COC(=O)[C@@H]1N[C@@H]2c3ccc(C4=CCCC4)c(=O)n3C[C@@H]2[C@H]1CO	-1.4
N#C[C@H]1[C@@H](c2ccccc2-c2cccc(F)c2)[C@@H](CO)N1C(=O)C1CCCC1	-8.7
C[C@H](CO)N1C[C@H](C)[C@@H](CN(C)C(=O)NC2CCCC2)Oc2ncc(-c3ccncc3)cc2C1=O	-0.2
O=C(C[C@@H]1C=C[C@H](NC(=O)C2CCC2)[C@H](CO)O1)NCC1CC1	-0.6
Cc1noc(C)c1S(=O)(=O)Nc1ccc2c(c1)C(=O)N([C@@H](C)CO)C[C@H](C)[C@H](CN(C)C(=O)Nc1ccc3c(c1)OCO3)OCCCC[C@H](C)O2	0.7
C[C@@H]1CN([C@H](C)CO)C(=O)c2cc(NS(C)(=O)=O)ccc2O[C@@H](C)CCCCO[C@H]1CN(C)S(=O)(=O)c1ccc(Cl)cc1	3.0
C[C@@H]1CN([C@@H](C)CO)C(=O)c2cc(C#CC3CCCCC3)cnc2O[C@@H]1CN(C)S(=O)(=O)c1cccc(F)c1	0.1
Cc1ccccc1-c1ccc([C@@H]2[C@H]3CN(C(=O)Nc4ccccc4)CCCCN3[C@H]2CO)cc1	0.4
COc1cccc(C(=O)Nc2ccc3c(c2)OC[C@@H](C)N(CCc2ccccc2)C[C@H](C)[C@H](OC)CN(C)C3=O)c1	-0.6
O=C(NCC[C@@H]1CC[C@H](NS(=O)(=O)c2ccccc2)[C@@H](CO)O1)c1ccccc1F	-0.1

Next section
SMILES	TcdB inh
COc1ccc(NC(=O)N(C)C[C@@H]2OCCCC[C@H](C)Oc3ccc(NC(=O)Nc4ccc(C(F)(F)F)cc4)cc3C(=O)N([C@@H](C)CO)C[C@H]2C)cc1	-0.8
CN(C)C(=O)c1ccc(-c2ccc([C@@H]3[C@H](CO)N4CCCCN(CC5CCOCC5)C[C@@H]34)cc2)cc1	0.4
O=C(C[C@H]1C[C@@H]2c3cc(NC(=O)C4CCOCC4)ccc3O[C@@H]2[C@@H](CO)O1)NCc1ccccn1	-3.7
Cc1ccc(S(=O)(=O)Nc2ccc3c(c2)C(=O)N([C@H](C)CO)C[C@H](C)[C@H](CN(C)S(=O)(=O)c2cccs2)OCCCC[C@@H](C)O3)cc1	0.5
COc1ccc(S(=O)(=O)N(C)C[C@@H]2Oc3ncc(-c4ccncc4)cc3C(=O)N([C@H](C)CO)C[C@@H]2C)cc1	-2.2
C[C@H](CO)N1C[C@H](C)[C@@H](CN(C)S(=O)(=O)c2ccccc2)Oc2ccc(NC(=O)Nc3ccc(F)cc3)cc2CC1=O	0.2
C[C@@H]1CN([C@@H](C)CO)C(=O)c2cc(NC(=O)NC3CCCCC3)ccc2O[C@@H]1CN(C)S(=O)(=O)c1ccc(F)cc1	2.2
Cc1ccc(S(=O)(=O)Nc2ccc3c(c2)C(=O)N([C@@H](C)CO)C[C@@H](C)[C@@H](CN(C)S(=O)(=O)c2ccc(Cl)cc2)O3)cc1	-0.7
CO[C@@H]1CN(C)C(=O)c2cc(NC(=O)C3CCC3)ccc2OC[C@@H](C)N(C(=O)CN(C)C)C[C@H]1C	-8.3
Cc1noc(C)c1NC(=O)N(C)C[C@H]1Oc2ccc(NS(=O)(=O)c3ccccc3)cc2CC(=O)N([C@H](C)CO)C[C@H]1C	-0.9
CCN1[C@@H]2c3ccc(-c4ccccc4F)c(=O)n3C[C@H]1[C@H](CO)[C@H]2C(=O)NCc1ccccc1	1.4
C[C@H]1CN([C@@H](C)CO)C(=O)c2cc(NS(=O)(=O)c3cccs3)ccc2O[C@@H]1CN(C)Cc1ccccc1	-1.0
COc1ccc(C#Cc2ccc([C@@H]3[C@H](CO)N4C(=O)CN(C(=O)c5ccc(F)cc5)C[C@@H]34)cc2)cc1	3.3
C[C@@H]1CN([C@H](C)CO)S(=O)(=O)c2ccc(C3=CCCCC3)cc2O[C@H]1CN(C)Cc1ccncc1	0.5
O=C(Nc1ccc(C(F)(F)F)cc1)N[C@@H]1CC[C@H](CCNC(=O)c2ccccc2F)O[C@@H]1CO	2.9
COc1ccc(NC(=O)N(C)C[C@@H]2Oc3ccc(NS(=O)(=O)c4ccc(Cl)cc4)cc3C(=O)N([C@H](C)CO)C[C@@H]2C)cc1	-5.9
C[C@H]1CN([C@@H](C)CO)C(=O)c2cccc(NC(=O)Nc3ccc(F)cc3)c2O[C@H]1CN(C)CC1CCCCC1	0.2
COc1ccc(S(=O)(=O)N(C)C[C@@H]2Oc3ccc(NC(=O)c4ccncc4)cc3C(=O)N([C@H](C)CO)C[C@@H]2C)cc1	1.2
CNC[C@@H]1Oc2ccc(NS(=O)(=O)c3ccc(Cl)cc3)cc2CC(=O)N([C@H](C)CO)C[C@H]1C	0.1
C[C@@H]1CN([C@H](C)CO)C(=O)c2cc(NC(=O)CCN3CCOCC3)ccc2O[C@@H]1CN(C)Cc1ccc(Oc2ccccc2)cc1	0.2
COc1ccc(S(=O)(=O)Nc2ccc3c(c2)C(=O)N([C@@H](C)CO)C[C@@H](C)[C@@H](CN(C)Cc2ccncc2)OCCCC[C@@H](C)O3)cc1	-0.5
O=S(=O)(c1ccccc1)N1C[C@@H]2[C@H](c3ccccc31)[C@@H](CO)N2Cc1ccccc1	-1.1
CC(=O)N(C)C[C@@H]1Oc2ncc(-c3cccc(C#N)c3)cc2C(=O)N([C@H](C)CO)C[C@H]1C	0.8
C[C@H](CO)N1C[C@H](C)[C@@H](CN(C)Cc2ccc(C(=O)Nc3ccccc3N)cc2)Oc2ccc(NS(=O)(=O)c3cccs3)cc2CC1=O	0.5
O=C(CC1CC1)Nc1ccc2c(c1)[C@@H]1C[C@H](CC(=O)NC3CCCC3)O[C@H](CO)[C@@H]1O2	-0.2
CC(C)NC(=O)N(C)C[C@@H]1Oc2ccc(NS(=O)(=O)c3ccc(Cl)cc3)cc2C(=O)N([C@@H](C)CO)C[C@H]1C	-0.1
C[C@@H]1CN([C@H](C)CO)C(=O)c2cccc(NS(=O)(=O)c3cccs3)c2O[C@H]1CN(C)Cc1ccc(Cl)c(Cl)c1	5.3
C[C@H](CO)N1C[C@H](C)[C@@H](CN(C)Cc2ccc(-c3ccccc3)cc2)Oc2ccc(NC(=O)Nc3ccc(F)cc3)cc2C1=O	0.8
CC(C)NC(=O)Nc1cccc2c1O[C@H](CN(C)Cc1ccncc1)[C@@H](C)CN([C@H](C)CO)C2=O	0.1
C[C@H]1CN([C@@H](C)CO)C(=O)c2cccc(NC(=O)C3CCCCC3)c2O[C@@H]1CN(C)S(=O)(=O)c1ccc(F)cc1	1.7

Random excerpt: 4 compounds from above.
SMILES	TcdB inh
COc1ccc2c3c([nH]c2c1)[C@@H](CO)N(C(=O)c1ccc(F)cc1)CC31CCN(C(=O)NC(C)C)CC1	0.9
C[C@@H]1CN([C@H](C)CO)S(=O)(=O)c2ccc(C3=CCCCC3)cc2O[C@H]1CN(C)Cc1ccncc1	0.5
COc1ccc(NC(=O)N[C@@H]2CC[C@H](CCNC(=O)Nc3cc(F)ccc3F)O[C@H]2CO)cc1	-0.4
CO[C@H]1CN(C)C(=O)c2cc(NC(=O)Nc3cccc(F)c3)ccc2OC[C@@H](C)N(C(C)=O)C[C@@H]1C	0.6

Assay outcomes deposited in PubChem by Broad Institute.
